hIAP inh: human IAP inhibition; purified IAP, CDP-Star luminescence, 30 min; inhibition, % at 10 µM; hit rate 0.12% among 330,000; AID 2544;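 active means inhibition reaching a set limit with compound at 10 µM in the primary screen, cut at about 35% in these data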;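 further: plate controls were DMSO wells with enzyme for no effect and no-enzyme buffer wells for full effect; values of inactives mirror those of a sister screen read the other way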
Target sequence (P09923 whole entry, looked up): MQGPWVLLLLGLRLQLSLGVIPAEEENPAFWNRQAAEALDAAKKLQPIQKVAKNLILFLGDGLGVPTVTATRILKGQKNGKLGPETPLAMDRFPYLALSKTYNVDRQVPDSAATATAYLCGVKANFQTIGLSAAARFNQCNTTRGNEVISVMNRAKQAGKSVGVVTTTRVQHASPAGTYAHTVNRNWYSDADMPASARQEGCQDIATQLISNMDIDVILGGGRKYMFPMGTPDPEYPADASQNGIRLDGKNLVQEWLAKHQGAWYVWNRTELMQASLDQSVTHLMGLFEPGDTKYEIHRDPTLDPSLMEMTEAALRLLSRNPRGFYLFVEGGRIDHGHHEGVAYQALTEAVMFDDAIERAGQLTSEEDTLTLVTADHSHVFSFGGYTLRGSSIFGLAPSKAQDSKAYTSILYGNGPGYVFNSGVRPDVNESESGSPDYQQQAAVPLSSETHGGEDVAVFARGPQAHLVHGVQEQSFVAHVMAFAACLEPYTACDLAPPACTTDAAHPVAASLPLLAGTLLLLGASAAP
hIAP act: increases human intestinal alkaline phosphatase activity; P09923; purified human IAP, CDP-Star luminescence, 30 min; stronger effect = higher value; 1 = vehicle-only enzyme, 0 = enzyme-free background; activation factor at 10 µM; hit rate 0.16% among 330,000; AID 2524;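 active means activation factor of the enzyme at least 2-fold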; further: the source names both 10 and 20 µM as test concentration; values of inactives mirror those of a sister screen read the other way
A3G deaminase: blocks human APOBEC3G single-stranded DNA deamination | Q9HC16 | recombinant A3G, ssDNA deamination FAM/TAMRA fluorescence | inhibition, % at 20 µM | hit rate 0.28% among 330,000 | AID 493012;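 active means inhibition of at least 40% at 20 µM, with no more than 30% in the related APOBEC3A deaminase screen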;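 further: plate controls were DMSO wells with A3G for no effect and wells lacking A3G enzyme for full effect; some compounds called inactive have numbers as strong as hits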
mIAP activ: increases mouse intestinal alkaline phosphatase activity | muIAP, CDP-Star luminescence, 30 min; stronger effect = higher value; 1 = vehicle-only enzyme signal, 0 = enzyme-free wells | AID 2805 | activation factor at 10 µM | hit rate 0.24% among 330,000;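 active means activation factor of at least 2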; further: the source names both 10 and 20 µM as test concentration; values of inactives mirror those of a sister screen read the other way
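System: Mouse IAP enzyme | Also added: CDP-Star substrate | Dosing: Compounds dispensed in DMSO | Schedule: 30 min enzyme-substrate-compound incubation at room temperature | Technique: Chemiluminescence readout | Control set: DMSO-only wells and no-enzyme negative control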
NALP3 yeast inh: NALP3 inhibition in yeast; AID 2825; Yeast reconstituted NLRP3/ASC/caspase-1, beta-gal luminescence, 24 h; hit rate 0.39% among 330,000; inhibition, % at 10 µM;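 active means inhibition of 50% or more; inactive means inhibition below 50%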;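 further: plate controls were induced DMSO wells for no effect and uninduced yeast grown without galactose for full effect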
SENP1 FRET inh: blocks the human SENP1 SUMO protease catalytic domain | inhibition, % at 10 µM | recombinant SENP1 catalytic domain, CyPet-SUMO1-YPet FRET cleavage | hit rate 0.21% among 360,000 | Q9P0U3 | AID 624204;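 active means inhibition at least 30% at 10 µM, raw YFP signal under a set limit, fluorescence ratio 0.5 to 1.5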;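 further: 0% = enzyme with DMSO and 100% = no enzyme wells; some results filed as inactive read as strong as hits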
Target sequence (Q9P0U3 419-644 limits assumed): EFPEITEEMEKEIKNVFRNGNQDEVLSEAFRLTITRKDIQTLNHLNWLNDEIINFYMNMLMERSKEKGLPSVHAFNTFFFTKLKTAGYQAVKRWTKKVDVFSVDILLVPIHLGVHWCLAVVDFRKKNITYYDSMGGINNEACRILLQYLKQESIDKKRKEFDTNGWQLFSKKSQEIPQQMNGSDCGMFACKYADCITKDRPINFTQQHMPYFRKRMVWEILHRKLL
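Material: hSENP1 catalytic domain, recombinant; medium: Tris pH 8 with BME, BSA, NP40 and catalase; compound: single concentration of 10 µM compound, 0.5% DMSO final; technique: FRET read of cyan and yellow fluorescence; timing: 50 min enzyme reaction, room temperature, light-protected; reagent: SFCypet-SUMO1-SFYpet substrate at 25 nM; control set: no-enzyme low, enzyme-DMSO high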
A3A deaminase: human APOBEC3A DNA deaminase inhibition. P31941. recombinant A3A, FAM/TAMRA ssDNA deamination fluorescence. inhibition, % at 20 µM. hit rate 0.41% among 330,000. AID 493011;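 active means at least 40% inhibition at 20 µM here, with at most 30% in a related deaminase screen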;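 further: plate controls were A3A with DMSO for no effect and wells lacking A3A enzyme for full effect; some results filed as inactive read as strong as hits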
Target sequence (P31941 whole entry, looked up): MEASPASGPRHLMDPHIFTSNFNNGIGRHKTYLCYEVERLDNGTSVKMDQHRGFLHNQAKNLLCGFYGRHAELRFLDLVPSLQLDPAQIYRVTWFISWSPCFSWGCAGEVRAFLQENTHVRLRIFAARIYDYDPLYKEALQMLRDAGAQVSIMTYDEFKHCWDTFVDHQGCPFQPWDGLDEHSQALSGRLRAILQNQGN
beta cell repl: MIN6 beta-cell proliferation induction | hit rate 0.29% among 330,000 | MIN6 cells proliferation, ATPlite luminescence, 48 h; cells starved in 0.2% serum; 100% = growth in 10% serum | proliferation, % at 10 µM | AID 2380;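 active means compounds whose signal lies at least 3.5 SD above the mean of all wells on their plate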;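 further: 0% = DMSO-treated cells in low-serum medium and 100% = 10% serum control; some compounds called inactive have numbers as strong as hits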
mIAP block: blocks mouse intestinal alkaline phosphatase | purified mouse IAP, CDP-Star luminescence, 30 min | inhibition, % at 10 µM | hit rate 0.2% among 330,000 | AID 2806;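 active means inhibition of at least 40% at 10 µM in the primary screen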;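 further: plate controls were DMSO with enzyme for no effect and no enzyme wells for full effect; values of inactives mirror those of a sister screen read the other way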
Active calls of the source: *.

SMILES	hIAP inh	hIAP act	A3G deaminase	mIAP activ	NALP3 yeast inh	SENP1 FRET inh	A3A deaminase	beta cell repl	mIAP block
CC(C)C(=O)NCCn1ccc2ccccc21	-0.8	1.01	-4.3	0.891	8.6	-2.6	-4.8	-0.7	10.9
C=CCn1c(N)c(C(=O)OCCC)c2nc3ccccc3nc21	0.6	0.994	0.5	1.07	1.3	-67.2	2.1	-2.9	-6.7
CSc1nccn1C(=O)c1ccccc1[N+](=O)[O-]	14.1	0.859	-9.7	0.996	27.4	2.4	-4.9	-2.2	0.4
CC1(C)C(=O)OC(C(=O)c2ccccc2)C(C)(C)C1=O (configuration not stated)	14.1	0.859	-5.3	0.995	3.6	1.4	0.4	-2.1	0.5
COc1cc2cc(C)c(SCC(=O)N3CCN(C(=O)c4ccco4)CC3)nc2cc1OC	11.2	0.888	-6.4	1	-6.5	1.0	-0.9	4.1	-0.5
CCN1C(=O)CS/C1=N\S(=O)(=O)c1ccc(C)cc1	-18.3	1.18	-12.7	1	-6.2	2.5	-0.6	-2.2	-0.5
C/C(=N\NC(=O)C1CC1(c1ccccc1)c1ccccc1)c1cccc([N+](=O)[O-])c1 (configuration not stated)	8.8	0.912	-7.0	1.02	-4.1	-0.5	-4.1	-2.1	-2.0
COCCNC(=O)CSc1nnc2c(Cl)cc(Cl)cn12	1.2	0.988	-0.8	0.997	5.4	2.4	-0.5	1.1	0.3
Cc1cc(/C=C2\NC(=O)NC2=O)c(C)n1-c1ccc(N2CCOCC2)cc1	5.2	0.948	-5.2	0.911	9.9	-1.0	-2.5	-2.1	8.9
O=C(C1CCN(S(=O)(=O)N2CCOCC2)CC1)N1CCN(c2ccccc2)CC1	-3.5	1.03	-3.7	0.935	-9.3	-1.4	-11.9	2.2	6.5
O=C(COC(=O)c1ccc2c(c1)OCO2)NCc1ccc2c(c1)OCO2	5.5	0.945	-6.8	1.04	4.1	1.6	3.8	4.1	-4.2
Cc1ccc2c(c1)N(CCC(=O)NC1CCCCC1)C(=O)CO2	-11.0	1.11	-9.8	1.02	12.4	-0.4	-4.9	-1.3	-2.0
CC(/C=C/c1ccccc1)=N\NC(=O)CNC(=O)c1ccccc1Cl	-25.8	1.26	-4.3	0.962	17.3	2.3	-2.6	-0.6	3.8
CCOC(=O)c1cccc(COC(=O)c2cccc(-c3nnc(-c4ccccc4)o3)c2)c1	1.4	0.986	-5.8	1.07	-10.6	1.9	-1.1	-2.6	-6.6
COc1ccc(OC)c(C2=NS(=O)(=O)N(C)C(C(=O)Nc3ccc(C(C)=O)cc3)=C2)c1	7.3	0.927	-7.7	0.965	10.1	12.3	-4.8	-1.6	3.5
COC(=O)c1ccc(CSc2nnc(CNC(=O)c3cccs3)o2)o1	2.6	0.974	0.7	1.02	3.0	1.6	1.6	1.4	-2.4
CC(=O)c1ccc(NC(=S)N2CCC(O)CC2)cc1	7.6	0.924	-2.7	1.01	12.9	0.2	1.8	-0.6	-1.2
Cc1ccc(C(=O)NNC(=O)C2CCN(S(=O)(=O)c3ccc(Cl)cc3)CC2)cc1	-46.9	1.47	-8.1	1.01	-7.8	2.3	-4.7	-1.5	-1.3
Cc1ccc(C)c(NNC(=O)C(=O)NNc2cc(C)ccc2C)c1	-25.6	1.26	5.0	1.05	-1.6	3.0	-4.3	1.6	-5.1
Oc1cccc(/C=N\Nc2nncc(-c3ccccc3)n2)c1	13.3	0.867	-9.3	0.969	-7.0	2.4	-3.7	-2.9	3.1
COc1ccc(C2=NS(=O)(=O)N(C)C(C(=O)N3CCCCC3)=C2)cc1	-2.3	1.02	-1.5	0.944	16.4	-0.7	-4.4	0.4	5.6
CC(C)C[C@@H](CN(N=O)[C@@H](Cc1ccccc1)CN(C)N=O)N(CCc1ccccc1)N=O	0.5	0.995	4.9	0.887	7.9	-0.3	4.1	-4.5	11.3
CC1(C)CC(=O)C=C(Nc2ccccc2NC(=O)c2cnccn2)C1	13.1	0.868	1.2	0.954	3.4	4.2	1.7	2.1	4.6
CN1CCN(CCCNC(=O)Cn2nc(-c3ccccc3)ccc2=O)CC1	-13.1	1.13	-5.1	1.01	22.0	2.1	-1.3	3.1	-1.5
COCC(C)NC(=O)NC(=O)c1ccc(Cl)cc1 (configuration not stated)	-1.2	1.01	1.2	1.02	2.9	1.1	-4.1	-1.5	-2.5
C=C(C)Cn1c(SCC#N)nc2ccccc2c1=O	5.0	0.949	-7.4	0.893	6.4	-0.5	-4.3	-2.2	10.7
COc1ccc(CCc2nnc(CCC(=O)NCC3CCCO3)o2)cc1 (configuration not stated)	8.0	0.92	7.9	1.04	16.9	0.8	2.6	-1.3	-4.1
COc1ccccc1CNC(=O)CCC(=O)N1CCOc2ccc(C)cc21	3.4	0.966	0.5	0.996	14.5	0.8	0.0	1.0	0.4
Cc1cccc(NC(=O)c2cccc(S(=O)(=O)N(C)c3ccccc3)c2)n1	4.7	0.953	-4.5	1.01	-0.7	1.2	-1.5	4.2	-1.3
Cc1ccc(S(=O)(=O)N(C)c2ccc(C(=O)NCc3cccnc3)cc2)cc1	-37.6	1.38	-2.8	1.01	12.9	0.5	-1.1	-0.2	-0.8
CSc1nc(N)nc(SCC(=O)c2ccc(C)cc2)c1C#N	1.5	0.985	-3.8	1.04	26.3	-28.4	-5.3	-3.4	-4.3
Nc1nc(NCCO)nc(N2CCCCCC2)c1[N+](=O)[O-]	12.2	0.878	-2.3	0.981	5.3	0.9	-2.3	-2.2	1.9
CC(Oc1cccc2c1OC(C)(C)C2)C(=O)O (configuration not stated)	9.8	0.902	-6.9	0.951	15.7	-0.1	-3.4	-0.8	4.9
CCCCOc1ccc(N(CC(=O)NCc2ccco2)C(=O)CCC(=O)Nc2nccs2)cc1	4.9	0.951	12.5	0.971	2.4	0.1	-1.0	0.0	2.9
CCN(CCCNC(=O)CCn1c(=O)[nH]c2ccsc2c1=O)c1ccccc1	6.7	0.933	-1.2	1	18.7	0.4	1.5	-1.8	-0.2
CCCNC(=O)NC1CCCCCCC1	-21.5	1.22	-5.1	1.09	7.7	0.5	-0.2	-1.5	-8.9

Record cards, as listed above. Values in the order: hIAP inh, hIAP act, A3G deaminase, mIAP activ, NALP3 yeast inh, SENP1 FRET inh, A3A deaminase, beta cell repl, mIAP block
Profile of COc1ccccc1CNC(=O)CCC(=O)N1CCOc2ccc(C)cc21 : 3.4, 0.966, 0.5, 0.996, 14.5, 0.8, 0.0, 1.0, 0.4
Profile of CCCNC(=O)NC1CCCCCCC1 : -21.5, 1.22, -5.1, 1.09, 7.7, 0.5, -0.2, -1.5, -8.9

Remaining list, next part:
SMILES	hIAP inh	hIAP act	A3G deaminase	mIAP activ	NALP3 yeast inh	SENP1 FRET inh	A3A deaminase	beta cell repl	mIAP block
CCOC(=O)c1cnn(-c2ccccn2)c1N	-2.2	1.02	2.6	1.08	33.6	-4.9	-6.5	-2.1	-7.7
CCOc1ccccc1CN1CCN(Cc2cc3ccccc3[nH]2)CC1CCO (configuration not stated)	5.9	0.941	-8.3	0.943	-33.0	-39.3	-5.6	-5.0	5.7
N#CC1=C(N)N(c2ccccc2)C(c2ccccc2)C1(C#N)C#N (configuration not stated)	8.2	0.918	-1.7	0.933	4.9	-0.3	2.3	-2.1	6.7
C/C(=N\Nc1ccc(F)cc1)c1ccncc1	7.0	0.93	-4.6	0.916	12.2	1.8	-6.4	0.0	8.4
Cc1cc(N2CCN(C)CC2)nc2ccc(NC(=S)NCCCN3CCN(C)CC3)cc12	-15.8	1.16	-3.2	1.15	9.5	-1.0	-3.7	-1.9	-15.4
NC(=O)CC(NC(=O)Cc1ccc(Br)cc1)c1ccc(NCCN2CCOCC2)c([N+](=O)[O-])c1 (configuration not stated)	2.8	0.972	-11.9	0.911	17.6	1.5	3.2	-5.2	8.9
CC(C)Cn1c(O)c(N=NC(=O)c2cccc(S(=O)(=O)N3CCCCC3)c2)c2ccccc21	9.8	0.902	-0.3	0.976	14.0	2.2	4.2	-3.4	2.4
CSc1ccccc1NC(=O)COC(=O)CSc1ccc(C)cc1	-16.3	1.16	8.9	1.06	14.0	5.7	6.7	2.8	-5.7
COc1ccc(CNC(=O)c2ccc(CS(=O)Cc3cccc(Cl)c3)o2)cc1 (configuration not stated)	-22.9	1.23	-4.5	0.919	18.7	0.3	-0.5	4.9	8.1
CC(C)CCNC(=O)c1c(CSc2ccc(Cl)cc2)noc1C(=O)NCc1ccccc1	8.5	0.915	-10.0	0.94	8.9	-1.3	-0.7	-8.2	6.0
CCCN(CC(=O)Nc1ccccc1C)C(=O)c1ccc(N2CCCC2=O)cc1	18.3	0.817	-7.8	1.04	17.2	-2.7	-2.0	1.6	-4.3
CC(=O)Nc1ccc(OCCOc2ccc(/C=C3/C(=N)N4C=CSC4=NC3=O)cc2)cc1	4.5	0.955	-3.2	0.934	-1.5	-7.5	-0.5	-2.6	6.6
O=C(NN1CCOCC1)c1ccc(Br)s1	1.3	0.987	-3.4	1.05	-1.7	1.5	-0.4	0.0	-5.4
CCCN(CCC)S(=O)(=O)c1ccc2c(c1)CCCN2C(C)=O	0.3	0.997	-5.0	0.952	-7.9	1.2	-2.3	-2.2	4.8
O=C(NC(=S)Nc1ncc(Br)cc1Br)c1cncc(Br)c1	-9.4	1.09	-1.5	0.959	13.0	-5.6	-0.1	-3.4	4.1
Cc1nc2sc(C(c3ccc(Cl)cc3)N3CCOCC3)c(O)n2n1 (configuration not stated)	4.9	0.951	-0.8	1.02	4.3	-0.1	0.3	1.1	-2.4
CCOc1ccc(C(=O)NCC(=O)NCC(c2ccccc2OC)N2CCCC2)cc1 (configuration not stated)	-8.2	1.08	-6.7	1.04	7.8	-7.5	-2.3	1.3	-4.3
O=C(NNC(=S)Nc1ccccc1C(F)(F)F)C1CC1	-61.2	1.61	-1.9	0.935	3.5	0.0	9.5	-0.8	6.5
CC(NC(=O)C1CCCC1)c1ccc(Br)cc1 (configuration not stated)	-0.8	1.01	-0.7	0.941	28.5	0.9	4.4	2.5	5.9
NC(=O)CSc1nnc(C2CC2)n1-c1ccccc1	10.4	0.896	-8.1	0.958	-2.2	2.4	-0.4	-1.2	4.2
CC(C)(C)C1CCCCC1NC(=O)c1ccncc1 (configuration not stated)	3.3	0.967	-7.7	1.05	8.4	1.2	-2.1	-2.2	-4.7
COc1ccc2[nH]c(=O)c(CN(C(=O)C(C)C)c3ccccc3OC)cc2c1	-9.9	1.1	-6.5	0.911	16.1	-4.3	-4.0	-2.3	8.9
CN(C)S(=O)(=O)N1CCN(C(=O)N2CCCCC2)CC1	-13.7	1.14	-3.8	1.03	11.5	0.9	4.2	-3.4	-3.1
Cc1cc(NC(=O)CCC(=O)N(c2ccccc2)C(C(=O)NC(C)(C)C)c2ccccc2Cl)no1 (configuration not stated)	3.6	0.964	2.3	1.06	-0.7	-1.8	3.1	-1.3	-6.4
CC1CCCC(C)N1C(=O)COC(=O)CN1C(=O)c2ccccc2C1=O (configuration not stated)	-39.5	1.4	-6.7	1.06	5.3	-0.8	-0.9	-1.0	-6.0

From PubChem BioAssay

Not all compounds are listed (hit frequency here may not be typical).
